# IMPase Li inh: qHTS Assay for Identifying the Cell-Membrane Permeable IMPase Inhibitors: Potentiation with Lithium; AID 1457, 2008; CHO-M1 cells, IP1 TR-FRET (IP-One), carbachol + lithium; Potency, µM (series often up to 59.4 µM), inactives show top-dose activity, negative = IMPase inhibition, hits mostly inhibitors; hit rate 0.35% among 210,000;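 also: IP1 builds up when IMPase is blocked and the TR-FRET signal falls; potency is read from the fitted curve at half-maximal effect; plate controls were basal vehicle for no effect and high inhibitor control for full effect; nearly all actives have a fitted effect of over 50% in size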
#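 Test compounds were applied to CHO-M1 cells previously cultured for 16–30 h at 2000 per well. A small lithium amount accompanied them; after 30 min at 37C, IP1 was quantified by TR-FRET.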
# Epigenetic derep: Quantitative High-Throughput Screen for Regulators of Epigenetic Control; murine LDR cells, GFP reporter derepression, 30 h; Potency, µM (highest dose often 53.9 µM), without a hit: top-dose GFP activation, actives largely listed as activators; hit rate 0.2% among 280,000; AID 1865, 2009; also: potency is read from the fitted curve at half-maximal effect; % of control where 0% means no effect; nearly all actives have a fitted effect of over 60% in size
#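 Derepression of a silenced CMV-GFP reporter in murine LDR cells is scored by enumerating GFP-positive cells with a laser-scanning microplate cytometer after 30 hours of treatment at 37 C.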
# HTT aggregate: qHTS Multiplex Assay to Identify Dual Action Probes in a Cell Model of Huntington: Aggregate Formation (GFP); PC12 HttQ103-GFP aggregates, Acumen cytometry, 40 h; Potency, µM (doses to about 46.1 µM), for the others: top-dose activity change, negative = inhibition, actives largely listed as inhibitors; hit rate 1.1% among 220,000; also: potency is read from the fitted curve at half-maximal effect; % is scaled to controls: 0 for no effect and ±100 for the full control effect; nearly all actives have a fitted effect of over 60% in size
#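 Ecdysone-promoter PC12 model expressing HTT exon 1 Q103 fused to GFP, induced by tebufenozide at 100 nM final. Compounds titrated; aggregates sized 1–25 µm scored on a 488 nm laser cytometer.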
# CBFb-RUNX1 inh: qHTS Assay for Compounds Blocking the Interaction Between CBF-beta and RUNX1 for the Treatment of Acute Myeloid Leukemia | Runt-related transcription factor 1 (Homo sapiens) + Core-binding factor subunit beta … | Potency, µM (highest dose often 59.8 µM), for the others: at the highest dose activity, negative = inhibition, actives largely listed as inhibitors | AlphaScreen CBFb-His/RUNX1-biotin binding, biochemical | 230,000 tested, under 10 active; also: % of control where 0% means no effect
#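 Read-out: AlphaScreen. Format: His-CBF-beta with biotinylated RUNX1 (30 nM each) preincubated 20 min, compound 15 min, Ni-chelate plus streptavidin beads 90 min; room temperature throughout.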
# NPSR antagonist: qHTS Assay for Antagonists of the Neuropeptide S Receptor: cAMP Signal Transduction. Q6W5P4. CHO-NPSR cells, cAMP TR-FRET, antagonist mode. Potency, µM (doses to about 38.3 µM), without a hit: top-dose activity change, negative = inhibition, hits mostly inhibitors. hit rate 1% among 220,000; also: potency is read from the fitted curve at half-maximal effect; % is scaled to controls: 0 for no effect and ±100 for the full control effect; nearly all actives have a fitted effect of over 50% in size; many of its hits are not listed in these tables
# L3MBTL1 block: qHTS Assay for the Inhibitors of L3MBTL1; Potency, µM (titrated, usually from 57.1 µM), without a hit: at the top dose activity, negative = inhibition, actives largely listed as inhibitors; Lethal(3)malignant brain tumor-like protein 1 (Homo sapiens), Q9Y468; AlphaScreen L3MBTL1–H3K9me1 peptide binding; hit rate 0.66% among 230,000; AID 485360, 2010; also: potency is read from the fitted curve at half-maximal effect; % is scaled to controls: 0 for no effect and ±100 for the full control effect; nearly all actives have a fitted effect of over 60% in size
# Target sequence (Q9Y468 whole entry, looked up): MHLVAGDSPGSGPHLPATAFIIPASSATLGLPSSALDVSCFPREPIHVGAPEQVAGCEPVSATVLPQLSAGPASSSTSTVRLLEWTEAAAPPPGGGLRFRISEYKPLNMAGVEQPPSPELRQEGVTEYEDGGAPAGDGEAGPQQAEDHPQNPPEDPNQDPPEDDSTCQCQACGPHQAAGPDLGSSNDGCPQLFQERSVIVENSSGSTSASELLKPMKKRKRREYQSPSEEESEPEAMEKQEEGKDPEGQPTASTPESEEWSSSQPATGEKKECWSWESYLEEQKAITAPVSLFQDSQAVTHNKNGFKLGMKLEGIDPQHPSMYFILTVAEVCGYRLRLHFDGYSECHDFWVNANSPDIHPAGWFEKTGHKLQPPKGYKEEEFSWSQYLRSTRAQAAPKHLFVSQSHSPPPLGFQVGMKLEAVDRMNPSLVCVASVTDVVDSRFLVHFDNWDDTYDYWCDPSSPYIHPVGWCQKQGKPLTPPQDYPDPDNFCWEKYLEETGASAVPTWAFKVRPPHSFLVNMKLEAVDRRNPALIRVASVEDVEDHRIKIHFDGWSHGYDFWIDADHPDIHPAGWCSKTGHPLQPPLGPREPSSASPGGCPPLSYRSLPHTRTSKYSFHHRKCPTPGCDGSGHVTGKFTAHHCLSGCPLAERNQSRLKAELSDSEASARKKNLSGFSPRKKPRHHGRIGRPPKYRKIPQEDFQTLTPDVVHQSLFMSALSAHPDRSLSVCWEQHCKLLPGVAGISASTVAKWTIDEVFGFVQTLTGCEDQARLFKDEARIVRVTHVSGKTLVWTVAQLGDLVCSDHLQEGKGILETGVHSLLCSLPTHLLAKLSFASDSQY
#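 Displacement of a biotinylated histone H3(1-15) peptide monomethylated at Lys9 (75 nM) from L3MBTL1 (50 nM) was measured by AlphaScreen after a 30 min room-temperature compound incubation; cefsulodin titration served as intraplate control.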
# KinaseGlo FLuc: Counterscreen for Luciferase (Kinase-Glo TM) Inhibition. Luciferin 4-monooxygenase (Photuris pensylvanica), Q27757. Kinase-Glo luciferase, ATP luminescence, 8 min. Potency, µM (highest dose often 38.3 µM), inactives show top-dose activity change, negative = inhibition, usual class: inhibitors. hit rate 0.28% among 200,000. AID 1379, 2008; also: potency is read from the fitted curve at half-maximal effect; % is scaled to controls: 0 for no effect and ±100 for the full control effect; nearly all actives have a fitted effect of over 60% in size
#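 Kinase-Glo luciferase light output from ATP and luciferin was measured with 10 uM ATP, within the enzyme's linear range. Buffer: 50 mM imidazole pH 7.2, 50 mM KCl, 7 mM MgCl2, 0.01% Tween 20, 0.05% BSA; luminescence read after 8 min at ambient temperature.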
# * hit, by the source's call; ? = inconclusive; · = no result given; & = joins results of further samples; [ ] = dose if it differs, or a comment. Calls follow the shape of the dose curve; as a rule, active = well fitted curve in the direction sought with a large enough effect; inconclusive = small, poorly fitted or top-dose-only effect, or another doubt; inactive = no such curve, though single readings can be large; an effect the other way counts as inactive or inconclusive.
compound	HTT aggregate	NPSR antagonist	KinaseGlo FLuc	Epigenetic derep	L3MBTL1 block	IMPase Li inh	CBFb-RUNX1 inh
COc1cc(/C=N/n2cnnc2)ccc1OC(=O)c1ccncc1	22%	-8%[46.1 µM]	1%	-6.3%	-1%	4%[38.3 µM]	3%
Cc1ccccc1OCc1nnc(SCCN2CCCC2)n1-c1ccccc1	-3%[9.22 µM]	-22%	0%	2.2%	-1%	18%	5%
CCOCCCNC(=O)C1c2ccccc2C(=O)N2CCc3ccccc3C12 (stereo unspecified)	1%	-3%[46.1 µM]	-1%	0.8%	4%	-18%[38.3 µM]	4%
N/C(COc1ccc(C(=O)O)cc1)=N\O	0%	-2%[46.1 µM]	-3%	-0.2%	-1%	-18%[38.3 µM]	-1%
Cc1ccc(OCCNC(=O)c2ccccc2N)cc1	-33%	-16%[46.1 µM]	0%	0.0%	-8%	-3%	-3%
C#CCn1c(=NC(=O)c2cc(Cl)sc2Cl)sc2cc(S(N)(=O)=O)ccc21	?	-28%	-4%	-0.5%	5%	-1%	10%
CSCCOC(=O)c1[nH]c2c(c1C)C(=O)CC(c1ccco1)C2 (stereo unspecified)	-17%	?	3%	0.0%	35µM*	34%[activator][38.3 µM]	?
O=C(NCN1CCc2ccccc2C1)c1ccccc1	-15%	-19%[46.1 µM]	-5%	-1.6%	0%	-12%[38.3 µM]	5%
Cc1cc(C)c(S(=O)(=O)N2CCN(c3nc4c(c(=O)n(C)c(=O)n4C)n3C)CC2)c(C)c1	5%[9.22 µM]	-22%[46.1 µM]	-1%	-0.5%	5%	-8%[38.3 µM]	0%
N#CCCC1CCCC=C1N(Cc1ccccc1)C(=O)C(Cl)Cl (stereo unspecified)	7%[9.22 µM]	-9%	·	1.1%	4%	·	8%
COc1ccc(CCNC(=O)CSc2ccc(-c3ccccc3)nn2)cc1OC	9%	-5%[46.1 µM]	2%	-0.9%	1%	-5%[38.3 µM]	1%
CN(C)c1ccc(NC(=O)C(=O)NCCOc2ccccc2)cc1	-14%	5%	3%	1.9%	·	-4%	2%

# One compound at a time, from the list above. Values in the order: HTT aggregate, NPSR antagonist, KinaseGlo FLuc, Epigenetic derep, L3MBTL1 block, IMPase Li inh, CBFb-RUNX1 inh
# `COc1cc(/C=N/n2cnnc2)ccc1OC(=O)c1ccncc1` is listed with 22%, -8%[46.1 µM], 1%, -6.3%, -1%, 4%[38.3 µM], 3%
# `O=C(NCN1CCc2ccccc2C1)c1ccccc1` is listed with -15%, -19%[46.1 µM], -5%, -1.6%, 0%, -12%[38.3 µM], 5%
# `Cc1cc(C)c(S(=O)(=O)N2CCN(c3nc4c(c(=O)n(C)c(=O)n4C)n3C)CC2)c(C)c1` is listed with 5%[9.22 µM], -22%[46.1 µM], -1%, -0.5%, 5%, -8%[38.3 µM], 0%

# Additional entries follow.
compound	HTT aggregate	NPSR antagonist	KinaseGlo FLuc	Epigenetic derep	L3MBTL1 block	IMPase Li inh	CBFb-RUNX1 inh
NC(=O)c1ccc(-n2nnnc2SCC(=O)Nc2ccccc2-c2ccccc2)cc1	-4%	-4%[46.1 µM]	2%	0.0%	-3%	22%[38.3 µM]	-2%
COC1=CC(C)C2CC3OC(=O)CC4C(C)=C(OC)C(=O)C([C@]2(C)C1=O)[C@]34C (stereo partly specified)	·	·	3%	0.2%	·	-2%	·
COc1cccc(C(=O)Oc2cc(-c3ccccc3)no2)c1	2%	-3%[46.1 µM]	-1%	-4.6%	·	-2%[38.3 µM]	1%
Cc1ccc(NC(=O)c2cc(-c3ccc(C)o3)nc3ccccc23)nc1	8%	-17%[46.1 µM]	-5%	?	?	-8%[38.3 µM]	-5%
COC(C[C@H]1O[C@H]1[C@H](O)[C@H](C)OCc1ccccc1)OC	5%[9.22 µM]	9%	·	0.5%	·	·	6%
CC(C)(C)N1C(=O)c2ccc(C(=O)O)cc2C1=O	2%	-11%[46.1 µM]	-1%	0.8%	2%	-4%[38.3 µM]	0%
O=C(COc1ccc(-c2ccccc2)cc1)N1CCN(C(=O)c2cccnc2)CC1	-2%	-5%[46.1 µM]	-1%	-1.8%	9%	-2%[38.3 µM]	-6%
C#Cc1ccc([C@H]2C=C(C(=O)Nc3ccccc3)O[C@@H](OCc3ccc(CO)cc3)C2)cc1	-7%[9.22 µM]	-39%	·	-0.7%	·	·	-1%
CCOC(=O)c1cccnc1SCC(=O)N(C)c1ccccc1	6%	-6%[46.1 µM]	-4%	-1.0%	0%	-3%[38.3 µM]	3%
CCOc1ccc(N2C(=O)CNC2=S)cc1	24%	-1%	1%	-0.6%	6%	-2%	11%
CCOC(=O)C1Oc2ccccc2C(c2cccc3ccccc23)=C1C(=O)OC (stereo unspecified)	·	·	4%[39.9 µM]	0.7%	?	15%	24%[89.1 µM]
CCCn1cc(SCC(=O)Nc2nnc(C)s2)c2ccccc21	-3%	-4%[46.1 µM]	5%	1.3%	12%	7%[38.3 µM]	10%
COc1ccc(S(=O)(=O)N2CCCC2c2cccs2)cc1 (stereo unspecified)	-5%[9.22 µM]	12%	·	0.0%	3%	·	12%
COc1cccc(C(=O)C2CCCN(C(=O)CCc3scnc3C)C2)c1 (stereo unspecified)	-25%	-12%	3%	2.5%	11%	10%	13%
CN1C(=O)S/C(=C/c2ccccc2OCc2ccc(C(=O)O)cc2)C1=O	8%	-32%	1%	-1.5%	-13%	5%	4%
O=C(NCCN1CCN(c2ccccc2)CC1)c1cccc(Br)c1	-31%	-14%[46.1 µM]	0%	5.5%	·	23%[38.3 µM]	-13%
N#CC1=C(N)Oc2c(oc(CO)cc2=O)C1c1cccs1 (stereo unspecified)	-9%	-5%[46.1 µM]	2%	0.8%	9%	7%[38.3 µM]	6%
COc1nc(OCC#N)nc(N2CCCCC2)n1	-15%	26%	1%	4.2%	·	-3%	4%
CCN(CC)CC(C)CNC(=O)CC(C(=O)N1CCc2ccccc21)n1ccnc1 (stereo unspecified)	9%	7%[46.1 µM]	2%	0.0%	7%	-5%	-5%
Cc1onc(-c2ccccc2)c1C(=O)N1CCN(S(=O)(=O)c2ccc3c(c2)OCCO3)CC1	-24%	-26%[46.1 µM]	0%	1.5%	3%	15%[38.3 µM]	0%
CC(C)=CC(=O)OCC(=O)Nc1cccc([N+](=O)[O-])c1	?	-10%[46.1 µM]	·	-0.9%	4%	·	0%
NC(=O)c1snnc1-c1ccccc1	-10%[9.22 µM]	-10%	·	2.1%	1%	·	3%
O=C(Nc1nc2ccccc2s1)c1ccc(OCC2CCCO2)cc1 (stereo unspecified)	32µM*	-19%[46.1 µM]	·	-0.9%	2%	·	4%
CCCC(=O)Nc1ccc(-c2nc3cc(C)ccc3o2)cc1	16%	-10%[46.1 µM]	0%	-1.0%	·	-4%[38.3 µM]	0%
O=C(CSc1ccc(-c2ccco2)nn1)NCc1ccccc1	?	-10%[46.1 µM]	-1%	1.0%	-16%	-29%	-5%
O=C(Cn1c(=O)oc2cccnc21)Nc1ccc(C(F)(F)F)cc1	-21%[9.22 µM]	4%	·	1.1%	·	·	12%
O=C1OC(c2ccc(F)cc2)=C/C1=C\c1ccc([N+](=O)[O-])o1	16%	-38%	-4%	3.8%	·	3%	?
CC(=O)O[C@@H]1C[C@H]2C(C)=C[C@H]3OC(=O)[C@@H](C)[C@H]3C[C@H]2[C@]1(C)O	-1%[9.22 µM]	23%	·	0.0%	·	·	17%
CCOC(=O)C1=C(C)N=C2SCCC(=O)N2C1c1sccc1C (stereo unspecified)	17%	-14%[46.1 µM]	0%	-0.2%	6%	2%[38.3 µM]	-1%
COc1ccc(OC)c(/C=N/NC(=O)CC2C(=O)NN=C2C)c1 (stereo unspecified)	-6%	2%[46.1 µM]	0%	-0.3%	5%	12%[38.3 µM]	0%
COc1ccc(-c2noc(-c3ccccc3C(=O)NCc3ccco3)n2)cc1OC	6%	-8%[46.1 µM]	-6%	1.8%	-1%	26%[38.3 µM]	1%
N#Cc1cnc2sc3ccccc3n2c1=N	-7%	-6%[46.1 µM]	-7%	-0.2%	·	13%[38.3 µM]	-1%
COc1ccc(-n2c(COc3ccccc3)nnc2SCc2ccc(C#N)cc2)cc1	6%	?	0%	-0.8%	1%	38%[activator][38.3 µM]	4%
CC(C)Nc1nc(NC(C)C)nc(SCCOC(=O)Nc2ccc(Cl)cc2Cl)n1	?	-51%	2%	-1.0%	10%	8%	23%
CNC(=S)N(CCc1c(C)[nH]c2ccccc12)Cc1ccco1	26%	-21%	-1%	-2.9%	-13%	9%	-26%
COc1ccc2cc3c(N)nn(C(=O)c4cccc(F)c4)c3nc2c1	1µM*	6%	·	0.0%	·	·	-2%
O=C1C2C3C=CC(CC3)C2C(=O)N1/N=C/c1ccc(O)cc1 (stereo unspecified)	0%	-2%[46.1 µM]	-5%	-2.1%	3%	16%[38.3 µM]	0%
CCOc1ccccc1NC(=O)C(Sc1ccccc1)c1ccccc1 (stereo unspecified)	-2%	?	-7%	-0.2%	28%	14%[38.3 µM]	?
CCOC(=O)CC1ON(C)C(=O)N1c1ccc([N+](=O)[O-])cc1 (stereo unspecified)	4%	-8%[46.1 µM]	-3%	0.8%	·	21%[38.3 µM]	9%
CSc1c(C#N)c(N)c(C#N)c2c1COC(C)(C)C2	-7%	2%[46.1 µM]	2%	-2.0%	-2%	-4%	7%
O=C(CSc1ccccc1)Nc1ccc(S(=O)(=O)NCC2CCCO2)cc1 (stereo unspecified)	-1%	-13%[46.1 µM]	7%	0.0%	-4%	22%[38.3 µM]	3%
Cc1ccc(N(C(=O)c2cc3ccccc3oc2=O)C2C=CS(=O)(=O)C2)cc1 (stereo unspecified)	-2%	0%[46.1 µM]	·	0.1%	6%	·	1%
CCCCCCCCCCCCCCCC(=O)OC(CC(=O)O)C[N+](C)(C)C (stereo unspecified)	·	?	-3%	8.4%&2.1%	11%	29%&25%	18%&-1%
CCOc1ccc(-n2c(C)cc(C(=O)NS(=O)(=O)c3ccc(C)cc3)c2C)cc1	18%	-4%[46.1 µM]	·	-0.9%	11%	·	-12%
Cc1cc2nccc(-c3ccco3)n2n1	-29%	6%	-5%	-7.9%	13%	-3%	11%

# This is a subset; the hit share may differ from the screen's.
